Compound activity: PubChem BioAssay, National Center for Advancing Translational Sciences (NCATS)
KCNH2 3.1 block – inhibitors of human KCNH2 3.1 potassium channel isoform | hit rate 0.95% among 340,000 | AID 720553 | U2OS KCNH2 3.1, thallium flux FluxOr; active compounds read low | activity change, % (tested at about 1.8 µM);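 active means maximum activity change below -70%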;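 further: thallium influx rate constant from kinetic fluorescence after stimulation buffer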
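We transduce U2OS cells with the mutant 3.1 virus, culture them overnight, load FluxOr with Red40 quencher for 45 min, then add stimulation buffer and read kinetically for 2 min to derive a normalized rate constant.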
An asterisk follows results filed as active. On the % scale 0 is the no-effect control and ±100 the full control effect. A portion of the library, so the mix of outcomes need not match the whole.

SMILES | KCNH2 3.1 block
COCC(=O)N1C[C@H]2CON(C)[C@H]2C[C@H]1c1cccc(-c2ccccc2)c1 | -7.6
C[C@H](NC(=O)C1CCN(S(=O)(=O)c2ccccc2)CC1)C(=O)NCc1cccnc1 | -1.0
Cc1ccc(OCC(=O)NNC(=O)c2ccc(F)c(S(=O)(=O)N3CCOCC3)c2)cc1C | 14.2
Cc1ccccc1Nc1nc(N)nc(COC(=O)c2nn(C)c(=O)c3ccccc23)n1 | 24.0
C/C(=N/NC(=O)c1nnn(-c2nonc2N)c1CSc1ccc(Cl)cc1)c1ccncc1 | -16.2
CC(C)CC1C(=O)N(Cc2cn(CCC3OCCCO3)nn2)CCS(=O)(=O)N1Cc1ccc(-c2cccc(N(C)C)c2)cc1 (centres undefined) | -35.2
O=C1Nc2cccc3c2N(CCC3)C2=C1CCC2 | 6.2
C[C@H](CO)N1C[C@H](C)[C@H](CN(C)Cc2ccc(C(=O)O)cc2)OCc2ccccc2-c2c(n(C)c3ccccc23)C1=O | 7.9
Cc1onc(-c2ccccc2)c1-c1nnc(COC(=O)c2ccc(N(C)C)cc2)o1 | -2.8
Nc1ccccc1-n1nc2ccc3ccccc3c2n1 | -9.8
COc1ccc(C(=O)Nc2cc(S(=O)(=O)N3CCCCC3)ccc2C)cc1 | -20.2
C[C@H]1CN([C@@H](C)CO)C(=O)c2cc(C#CCC3CCCC3)cnc2O[C@@H]1CN(C)C(=O)CC1CC1 | -13.8
CCCCCCN1C[C@@H](O)[C@H](n2cc(C3CC3)nn2)C[C@@H]1c1ccc(OC)cc1 | -1.5
COc1ncnc2c1ncn2CCCN1CCN(Cc2ccc(C)cc2)CC1 | -0.5
Cc1cccc(NC(=O)C(C)Sc2ncnc3sccc23)c1 (centres undefined) | 0.8
CSc1ncnc2c1ncn2CCCN1CCN(C(=O)C2CC2)CC1 | -3.0
CN(C)c1ccc(C=NN2C(=O)CSC2=S)c(Cl)c1 | 0.5
CCOc1ccc(S(=O)(=O)Nc2ccc(C(=O)N(CC)CC(=O)NCc3cccs3)cc2)cc1 | -24.7
Cc1ccc(NC(=O)COc2ccccc2)cc1S(=O)(=O)N1CCCCC1 | 15.7
CCN(CC(=O)Nc1ccc(C#N)cc1)CC(=O)Nc1ccc2c(c1)OCCO2 | 4.5
CCC(Sc1nc2ccsc2c(=O)n1Cc1ccc(C(=O)O)cc1)C(=O)Nc1cc(Cl)ccc1C (centres undefined) | -3.7
C=CCn1c(SCC(=O)Nc2c(C)n(C)n(-c3ccccc3)c2=O)nnc1-c1ccncc1 | 0.1
CCc1cccc(CC)c1N1C(=O)C2=C(SCCCS2)C1=O | -3.3
Cc1cc(C)cc(Nc2cc(C)nc3ncnn23)c1 | 16.1
CCOC(=O)C(N=Nc1nn[nH]n1)C(C)=O (centres undefined) | -2.8
Other records follow:
SMILES | KCNH2 3.1 block
CC(C)(C)OC(=O)NCCc1onc(-c2cccc([N+](=O)[O-])c2)c1C(=O)O | 0.8
COc1cccc(C(=O)NCC2CCCN(C(=O)Cc3cccc(C)c3)C2)c1OC (centres undefined) | 0.5
COc1ccc([C@H]2C[C@@H](n3cc(C4CC4)nn3)[C@H](O)CN2C(=O)c2cccs2)cc1 | -10.0
O=C(NCCS(=O)(=O)N1CCN(C(=O)c2ccco2)CC1)c1ccccc1 | 3.8
CC(=O)N1C[C@H]2CON(C)[C@H]2C[C@H]1c1ccc(-c2ccc(C#N)cc2)cc1 | 4.2
Cc1ccccc1NC(=O)Cc1nc(COC(=O)c2nccnc2N)cs1 | 4.4
COc1cccc(CCNC(=O)c2cc(COc3cccc(OC)c3)on2)c1 | -12.1
Cc1ccc(S(=O)(=O)N2CCCCC2)cc1NC(=O)C1CCN(C(=O)OC(C)(C)C)CC1 | -36.8
C[C@H](CO)N1C[C@H](C)[C@@H](CN(C)C(=O)NC2CCCCC2)OCc2cnnn2CCCC1=O | -1.5
CC(C)[C@H](NC(=O)c1ccccc1F)C(=O)Nc1cccc(S(=O)(=O)N2CCOCC2)c1 | 9.7
Nn1c(COc2ccccc2F)nnc1SCC(=O)NCC1CCCO1 (centres undefined) | 12.0
O=C(Nc1ccc(S(=O)(=O)Nc2ncccn2)cc1)c1ccc(Br)cc1 | -0.9
Cc1ccc(S(=O)(=O)N2[C@H](c3cccc(Cl)c3)CC(=O)[C@@H]3CN(S(=O)(=O)c4ccccc4C)[C@H](c4ccc(Cl)cc4)C[C@@H]32)cc1 | -3.6
C[C@H](O)[C@@H]1C(=O)N2CCc3ccc(-c4ccccc4)cc3[C@@H]2C[C@@H]1N(C)C(=O)c1ccco1 | -11.9
COc1cccc(CN(C)C[C@@H]2OCc3ccccc3-c3c(n(C)c4ccccc34)C(=O)N([C@@H](C)CO)C[C@H]2C)c1 | -17.2
CC[C@@H](NCCCn1cnc2c(SC)ncnc21)c1ccccc1 | 12.0
CC1=C(C(=O)N2CCOCC2)CC(CC(=O)NCCCCc2ccccc2)C(=O)N1Cc1ccc(C(C)(C)C)cc1 (centres undefined) | -17.8
COc1cc(C(C)=O)ccc1OC(=O)N1CCOCC1 | 6.9
CCOc1ccccc1C=C1CCc2ccccc2C1=O | -3.4
CC(=Nc1ccccc1)C1=C(O)C(Cc2ccc(F)cc2)NC1=O (centres undefined) | 5.3
Oc1ccccc1C1=NC(c2ccccc2)NC(c2ccccc2)C1 (centres undefined) | -1.0
C[C@@H]1CN([C@@H](C)CO)C(=O)CCCn2nncc2CO[C@@H]1CN(C)S(=O)(=O)c1ccc(F)cc1 | 8.4
COCC(=O)N1CCC(c2nc3ccccc3[nH]2)CC1 | 12.3
CCC1=NN(C(=O)c2ccccc2[N+](=O)[O-])C(O)(c2ccccc2)C1 (centres undefined) | -0.4
CC1=C(C(=O)N(C)C)CC(CC(=O)NCC2CCCCC2)C(=O)N1Cc1ccc(C(C)(C)C)cc1 (centres undefined) | -0.3

Copied from above for reference:
SMILES | KCNH2 3.1 block
C[C@@H]1CN([C@@H](C)CO)C(=O)CCCn2nncc2CO[C@@H]1CN(C)S(=O)(=O)c1ccc(F)cc1 | 8.4
COCC(=O)N1CCC(c2nc3ccccc3[nH]2)CC1 | 12.3
CCC1=NN(C(=O)c2ccccc2[N+](=O)[O-])C(O)(c2ccccc2)C1 (centres undefined) | -0.4
CC1=C(C(=O)N(C)C)CC(CC(=O)NCC2CCCCC2)C(=O)N1Cc1ccc(C(C)(C)C)cc1 (centres undefined) | -0.3

Continuation:
SMILES | KCNH2 3.1 block
O=C(O)C(=Cc1ccccc1[N+](=O)[O-])c1ccc2c(c1)OCO2 | 15.9
COc1ccc(OCC(=O)N2CCN(S(=O)(=O)c3ccc4c(c3)OCCO4)CC2)cc1 | 11.6
C[C@H](CO)N1C[C@H](C)[C@H](CN(C)S(=O)(=O)c2ccc(Cl)cc2)OCc2ccccc2-c2c(n(C)c3ccccc23)C1=O | -10.3
CC1=C(C(=O)N(C)C)CC(CC(=O)NCc2cccs2)C(=O)N1Cc1ccccc1 (centres undefined) | -5.8
Cc1ccc(OCCSc2nc3ccccc3n2CCC(=O)O)c(C(C)C)c1 | 8.5
Cc1cn([C@H]2C[C@H](O)[C@@H](CNC(=O)[C@H]3CCC(=O)N3)O2)c(=O)[nH]c1=O | 4.8
C[C@H](CO)N1C[C@H](C)[C@@H](CN(C)CC2CCOCC2)Oc2cc(C#Cc3ccccc3F)ccc2S1(=O)=O | -12.9
CC(C)(C)OC(=O)N1CCC(NC(=O)c2[nH]cnc2C(=O)Nc2ccccc2F)CC1 | 5.5
COc1ccc(NC(=O)C[C@H]2C(=O)N(CCc3ccccc3)C[C@@H]2CSC)cc1 | 4.6
COc1cccc(C(C)=NNc2ccc([N+](=O)[O-])cc2[N+](=O)[O-])c1OC | -9.1
CC1Cc2ccccc2N1C(=O)CN1CCN(S(=O)(=O)c2ccc3c(c2)OCCCO3)CC1 (centres undefined) | -1.3
C#CCN(C[C@H]1[C@H](OC(=O)NCc2ccccc2)[C@H](OC(=O)NCc2ccccc2)C[C@H]2C(=O)N(c3ccccc3)C(=O)[C@@H]12)S(=O)(=O)c1ccc(C)cc1 | -2.6
Cc1ccc(S(=O)(=O)Nc2ccc3c(c2)C(=O)N([C@@H](C)CO)C[C@@H](C)[C@@H](CN(C)S(=O)(=O)c2ccccc2)OCCCC[C@H](C)O3)cc1 | 3.6
C[C@H]1CNC(=O)c2c(C(=O)Nc3cccc(Cl)c3)ncn21 | -7.7
O=[N+]([O-])c1ccc(Nc2ccccc2O)c([N+](=O)[O-])c1 | 12.0
O=[N+]([O-])c1ccc(S(=O)(=O)Nc2ccc(-c3ccccc3)cc2)cc1 | -1.8
COC(=O)N(C)C[C@H]1OCc2cnnn2CCCC(=O)N([C@@H](C)CO)C[C@@H]1C | 4.7
COc1cccc(N2CCN(C(=O)c3ccc(OC)c(S(=O)(=O)NC4CC4)c3)CC2)c1 | -2.2
CCCNC(=O)Cn1nc(-c2ccccc2OC)ccc1=O | 1.9
O=C(CSc1ncn[nH]1)Nc1nc2c(F)c(F)c(F)cc2s1 | -9.4
Cc1ccc(S(=O)(=O)N2CCOCC2)cc1C(=O)OCC(=O)Nc1ccc(Cl)cn1 | -12.6
C[C@@H]1CCCCO[C@H](CN(C)Cc2ccc(Cl)c(Cl)c2)[C@H](C)CN([C@@H](C)CO)C(=O)c2cc(NC(=O)Nc3ccc(F)cc3)ccc2O1 | 3.5
O=C1c2ccccc2C(=O)N1N=Cc1ccc2c(c1)OCO2 | -12.3
C[C@H](CO)N1C[C@H](C)[C@H](CN(C)C(=O)Nc2ccnc(N3CCOCC3)c2)OCc2cnnn2CCCC1=O | -3.3
CC(=O)Nc1cccc(NS(=O)(=O)c2ccc3c(c2)CCC(=O)N3)c1 | -1.1

Part of the list above, set out differently:
Structure: CC1Cc2ccccc2N1C(=O)CN1CCN(S(=O)(=O)c2ccc3c(c2)OCCCO3)CC1 (centres undefined)
- KCNH2 3.1 block: -1.3
Structure: O=C(O)C(=Cc1ccccc1[N+](=O)[O-])c1ccc2c(c1)OCO2
- KCNH2 3.1 block: 15.9
Structure: O=[N+]([O-])c1ccc(S(=O)(=O)Nc2ccc(-c3ccccc3)cc2)cc1
- KCNH2 3.1 block: -1.8
Structure: CC1=C(C(=O)N(C)C)CC(CC(=O)NCc2cccs2)C(=O)N1Cc1ccccc1 (centres undefined)
- KCNH2 3.1 block: -5.8

Later entries:
SMILES | KCNH2 3.1 block
COc1nc(=O)n(C2C=CC(=O)O2)cc1F (centres undefined) | 8.1
Cc1ccc([C@H]2N[C@]3(CCCN(Cc4ccc(C(F)(F)F)cc4)C3=O)[C@H]3C(=O)N(C)C(=O)[C@@H]23)cc1 | 12.4
Cc1ccc(S(=O)(=O)N2C[C@]3(O)C[C@@H]4C(=O)N(c5ccccc5)C(=O)[C@@H]4C[C@]3(OC(=O)NCc3ccco3)C2)cc1 | 7.2
COc1ccc(C(=O)C=Cc2ccc3c(c2)OCO3)cc1OC | 4.3
C[C@H](CO)N1C[C@H](C)[C@@H](CN(C)S(=O)(=O)c2ccccc2)OCc2cn(nn2)CCCC1=O | 14.6
COc1cc(CNC[C@H]2O[C@@H](n3cc(C)c(=O)[nH]c3=O)C[C@@H]2O)ccc1OCc1cccc(Cl)c1 | -16.2
O=C(O)c1ccc([N+](=O)[O-])nc1 | 4.5
Cc1ccccc1-c1ccc2c(c1)O[C@@H](CN(C)Cc1ccc(C(=O)O)cc1)[C@@H](C)CN([C@H](C)CO)S2(=O)=O | 16.7
COc1ccc(CNC(=O)COC(=O)CN2C(=O)C3CCCCC3C2=O)cc1 (centres undefined) | -3.0
COc1ccc(Br)cc1/C=N/NS(=O)(=O)c1ccccc1 | 3.0
CC(C)NC(=O)N(C)C[C@@H]1Oc2cc(Br)ccc2S(=O)(=O)N([C@@H](C)CO)C[C@H]1C | -6.3

Shown as a markdown table: two of the compounds above.
| molecule | KCNH2 3.1 block |
| --- | --- |
| Cc1ccc([C@H]2N[C@]3(CCCN(Cc4ccc(C(F)(F)F)cc4)C3=O)[C@H]3C(=O)N(C)C(=O)[C@@H]23)cc1 | 12.4 |
| COc1nc(=O)n(C2C=CC(=O)O2)cc1F (centres undefined) | 8.1 |

Retrieved by structure from the list above:
SMILES | KCNH2 3.1 block
O=C1Nc2cccc3c2N(CCC3)C2=C1CCC2 | 6.2
CCC1=NN(C(=O)c2ccccc2[N+](=O)[O-])C(O)(c2ccccc2)C1 (centres undefined) | -0.4
Nc1ccccc1-n1nc2ccc3ccccc3c2n1 | -9.8
